APOBEC3G inh = blocks human APOBEC3G single-stranded DNA deamination; inhibition, % at 20 µM; recombinant A3G, ssDNA deamination FAM/TAMRA fluorescence; Q9HC16; 330,000 compounds, 0.28% hits;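 active means inhibition of at least 40% at 20 µM, with no more than 30% in the related APOBEC3A deaminase screen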;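 further: plate controls were DMSO wells with A3G for no effect and wells lacking A3G enzyme for full effect; some compounds called inactive have numbers as strong as hits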
Target sequence (Q9HC16 whole entry, looked up): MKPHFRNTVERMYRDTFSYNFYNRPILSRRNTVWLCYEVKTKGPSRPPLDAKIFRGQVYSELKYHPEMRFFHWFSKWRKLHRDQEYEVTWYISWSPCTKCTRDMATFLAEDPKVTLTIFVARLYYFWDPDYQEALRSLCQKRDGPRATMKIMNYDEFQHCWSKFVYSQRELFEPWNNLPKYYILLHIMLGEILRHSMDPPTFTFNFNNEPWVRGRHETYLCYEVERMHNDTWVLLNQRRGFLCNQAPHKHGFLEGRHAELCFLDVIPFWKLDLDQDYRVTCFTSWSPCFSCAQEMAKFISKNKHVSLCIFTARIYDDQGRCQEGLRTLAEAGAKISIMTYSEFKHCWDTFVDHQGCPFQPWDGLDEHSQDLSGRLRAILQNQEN
APOBEC3A inh = inhibitors of human APOBEC3A DNA deaminase; P31941; recombinant A3A, FAM/TAMRA ssDNA deamination fluorescence; inhibition, % at 20 µM; 330,000 compounds, 0.41% hits;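 active means at least 40% inhibition at 20 µM here, with at most 30% in a related deaminase screen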;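 further: plate controls were A3A with DMSO for no effect and wells lacking A3A enzyme for full effect; some results filed as inactive read as strong as hits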
Target sequence (P31941 whole entry, looked up): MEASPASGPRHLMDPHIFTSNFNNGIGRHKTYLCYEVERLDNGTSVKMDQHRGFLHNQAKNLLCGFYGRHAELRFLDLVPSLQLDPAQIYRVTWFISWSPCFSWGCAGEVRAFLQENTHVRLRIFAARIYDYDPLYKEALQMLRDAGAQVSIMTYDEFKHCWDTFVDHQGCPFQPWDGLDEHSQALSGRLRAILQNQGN
MPTP inh = blocks calcium-induced mitochondrial swelling; AID 602449; 360,000 compounds, 1.4% hits; isolated mouse mitochondria, Ca2+ swelling absorbance, 30 min; inhibition, % at 10 µM;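 active means inhibition of 50% or more, scaled per plate between neutral and stimulator controls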;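 further: 0% = DMSO wells given calcium and 100% = 1 mM EGTA wells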
mIAP inh = mouse IAP inhibition; AID 2806; 330,000 compounds, 0.2% hits; purified mouse IAP, CDP-Star luminescence, 30 min; inhibition, % at 10 µM;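 active means inhibition of at least 40% at 10 µM in the primary screen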;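 further: plate controls were DMSO with enzyme for no effect and no enzyme wells for full effect; values of inactives mirror those of a sister screen read the other way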
NR3A LBD binder = modulates the human NR3A ligand-binding domain | NR3A LBD differential scanning fluorimetry, Tm shift; 0% = protein alone, 100% = glycine-bound protein | Tm shift relative to glycine control, % at 25 µM | 340,000 compounds, 2.5% hits | AID 1259313;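 active means melting temperature shift of at least 10% of the positive control shift, at one fixed dose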
hIAP block = human IAP inhibition. purified IAP, CDP-Star luminescence, 30 min. inhibition, % at 10 µM. 330,000 compounds, 0.12% hits. AID 2544;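 active means inhibition reaching a set limit with compound at 10 µM in the primary screen, cut at about 35% in these data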;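 further: plate controls were DMSO wells with enzyme for no effect and no-enzyme buffer wells for full effect; values of inactives mirror those of a sister screen read the other way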
Target sequence (P09923 whole entry, looked up): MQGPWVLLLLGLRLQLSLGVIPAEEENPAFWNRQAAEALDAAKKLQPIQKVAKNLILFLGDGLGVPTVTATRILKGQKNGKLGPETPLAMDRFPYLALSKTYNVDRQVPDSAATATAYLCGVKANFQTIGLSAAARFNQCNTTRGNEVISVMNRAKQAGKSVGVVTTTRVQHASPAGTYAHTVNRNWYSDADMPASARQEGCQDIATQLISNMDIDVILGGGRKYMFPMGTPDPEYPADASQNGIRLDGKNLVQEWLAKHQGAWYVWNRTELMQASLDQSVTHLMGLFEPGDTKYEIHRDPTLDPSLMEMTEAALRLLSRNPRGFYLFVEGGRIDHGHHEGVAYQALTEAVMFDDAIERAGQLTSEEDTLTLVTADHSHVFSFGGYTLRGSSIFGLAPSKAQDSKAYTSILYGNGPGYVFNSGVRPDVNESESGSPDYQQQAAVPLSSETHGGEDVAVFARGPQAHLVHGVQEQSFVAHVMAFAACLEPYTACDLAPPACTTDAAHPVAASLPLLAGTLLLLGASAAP
mIAP act = mouse IAP activation | muIAP, CDP-Star luminescence, 30 min; hits give high values; 1 = vehicle-only enzyme signal, 0 = enzyme-free wells | activation factor at 10 µM | 330,000 compounds, 0.24% hits | AID 2805;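 active means activation factor of at least 2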; further: the source names both 10 and 20 µM as test concentration; values of inactives mirror those of a sister screen read the other way
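System: Mouse IAP enzyme | Also added: CDP-Star substrate | Dosing: Compounds dispensed in DMSO | Schedule: 30 min enzyme-substrate-compound incubation at room temperature | Technique: Chemiluminescence readout | Control set: DMSO-only wells and no-enzyme negative control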
hIAP activ = increases human intestinal alkaline phosphatase activity. P09923. purified human IAP, CDP-Star luminescence, 30 min; hits give high values; 1 = vehicle-only enzyme, 0 = enzyme-free background. activation factor at 10 µM. 330,000 compounds, 0.16% hits;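 active means activation factor of the enzyme at least 2-fold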; further: the source names both 10 and 20 µM as test concentration; values of inactives mirror those of a sister screen read the other way
MIN6 prolif = induces beta-cell replication in MIN6 cells. proliferation, % at 10 µM. 330,000 compounds, 0.29% hits. MIN6 cells proliferation, ATPlite luminescence, 48 h; cells starved in 0.2% serum; 100% = growth in 10% serum;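 active means compounds whose signal lies at least 3.5 SD above the mean of all wells on their plate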;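 further: 0% = DMSO-treated cells in low-serum medium and 100% = 10% serum control; some compounds called inactive have numbers as strong as hits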
Numbers without * were called inactive.

No.	molecule	APOBEC3G inh	APOBEC3A inh	MPTP inh	mIAP inh	NR3A LBD binder	hIAP block	mIAP act	hIAP activ	MIN6 prolif
1	Cc1ccc(/C=C/C(=O)Nn2cnnc2)cc1	9	1	-4.7	-1	1	2	1	0.98	0
2	CNC(=S)NNC(=O)c1ccccc1F	-5	-1	1.1	-6	-3	0	1.1	1	0
3	CN(C)S(=O)(=O)c1cccc(NC(=O)CCCSc2ccccc2)c1	-4	-1	2.1	-10	-3	-1	1.1	1	0
4	CCCNc1c(N)n(-c2ccccc2)c(=O)[nH]c1=O	-5	-2	-0.7	5	-1	4	0.95	0.96	-2
5	CCOc1ccc(NC(=S)Nc2ccc(Br)cc2Cl)cc1	-12	-4	8.5	2	-3	19	0.98	0.81	-5
6	COc1ccc2c(c1)CCC(C)N2C(=O)C(=O)c1c[nH]c2ccccc12 (centres undefined)	-5	0	-0.1	4	0	14	0.96	0.86	-3
7	CCOc1ccc(C(=O)O/N=C(\N)c2ccccn2)cc1	-8	0	-0.2	4	-16	19	0.96	0.81	-4
8	COc1cccc(NC(=O)CNC(=O)c2ccccc2)c1	-3	3	-1.8	-10	-2	8	1.1	0.92	-1
9	CCOc1ccc(-n2c(N)c(-c3nc4ccccc4[nH]3)sc2=S)cc1	2	1	-3.2	10	-1	3	0.9	0.97	-1
10	CCCCN(C(=O)C(C)(C)Oc1ccc(Cl)cc1)c1c(N)n(CCC)c(=O)[nH]c1=O	-6	-3	-3.5	-1	0	-4	1	1	3
11	CCOc1ccccc1NC(=O)CC1Nc2cc(C)c(C)cc2NC1=O (centres undefined)	-2	-2	-3.8	1	-1	-23	0.99	1.2	-4
12	CCOc1cc(NC(=S)NCCCN2CCOCC2)c(OCC)cc1NC(=O)C1CCCCC1	-8	-4	0.0	5	-1	-17	0.95	1.2	-3
13	COc1cc(OC)cc(-c2sc3ccc(OC)cc3c2C#CC(C)(C)O)c1	-7	1	2.5	2	-6	7	0.98	0.93	-7
14	COC(=O)C(C(=O)Nc1ccccc1C)C1CCCCCC1 (centres undefined)	-3	0	-1.4	5	1	-3	0.95	1	-3
15	O=C(Cn1ncc2c3ccccc3n(Cc3ccccc3F)c2c1=O)N1CCN(c2ccccn2)CC1	-9	1	-1.4	-5	-1	18	1.1	0.82	-3
16	CCOCCOC(=O)COc1ccc2c(-c3ccccc3)cc(=O)oc2c1	-3	4	2.5	7	1	2	0.93	0.98	0
17	O=C(Nc1ccnn1C1CCN(Cc2ccccn2)CC1)c1cccc(F)c1	-4	-2	-0.7	7	1	18	0.93	0.82	0
18	CCOC(=O)C1CCN(S(=O)(=O)c2ccc3c(c2)CCN3C(=O)C2CCC2)CC1	1	-2	-1.6	6	-2	-12	0.94	1.1	-2
19	Fc1ccccc1/C=N/n1c(-c2cccnc2)n[nH]c1=S	47*	-6	2.6	-12	1	2	1.1	0.98	1
20	COc1ccc(CCc2nnc(NS(C)(=O)=O)s2)cc1	-6	1	1.6	0	0	-1	1	1	-2
21	CC(C)CC(=O)OC1C(N2CCOCC2)c2c(ccc(/C=C/C(=O)N3CCOCC3)c2O)OC1(C)C (centres undefined)	-4	-5	1.9	0	-2	-19	1	1.2	0
22	CCOc1ccccc1N(CC(=O)Nc1ccc(S(=O)(=O)N2CCOCC2)cc1)S(=O)(=O)c1ccc(Cl)cc1	5	-1	1.9	-57	-16	4	1.6	0.96	-1
23	COc1ccccc1CN1C[C@@H]2C[C@@H](c3cccc(C)c3)N3CCC[C@@]23C1=O	-3	3	0.1	-1	0	-5	1	1	-1
24	CCC(Oc1ccccc1)C(=O)NC1CCCCCC1 (centres undefined)	-5	-2	-1.2	0	-5	9	1	0.91	4
25	Cc1nnc(NC(=O)CSc2nnc(-c3ccco3)n2C(C)C)s1	-13	-3	-3.5	0	0	7	0.99	0.93	0
26	COc1ccccc1-c1nnc(SCC(=O)N2CCCC2)o1	-8	-2	-1.6	4	0	-16	0.96	1.2	1
27	Cc1cccc(-n2c(O)c(C=Nc3ccc4c(c3)OCO4)c3ccccc3c2=O)n1	-1	2	-1.2	25	2	-6	0.75	1.1	-3
28	COc1ccc(NS(=O)(=O)c2cccc(C(=O)N/N=C/c3cn(-c4ccccc4)nc3-c3ccccc3)c2)cc1	0	-5	6.4	-4	6	-14	1	1.1	-3
29	O=C(CSc1nc2ccsc2c(=O)n1Cc1ccc(C(=O)O)cc1)NCC1CCCO1 (centres undefined)	-1	0	-0.5	-5	-3	24	1	0.76	0
30	Cc1cccc(N2N=C(C(=O)Nc3nc(C)cs3)CCC2=O)c1	-13	-4	1.2	-9	3	2	1.1	0.98	-2
31	N#CCCN(Cc1ccncc1)C(=S)NC1CC2C=CC1C2 (centres undefined)	-10	-5	1.1	-3	-1	3	1	0.97	-1
32	COCCn1c(SCC(=O)Nc2nc(C)cs2)nnc1C(C)C	1	1	-0.3	2	-2	-2	0.98	1	-2
33	CN1C(C(=O)NCc2ccccc2)CC2Cn3c(nc4ccccc43)C21 (centres undefined)	-1	6	0.2	-6	2	7	1.1	0.93	-4
34	O=S(=O)(N1CCOCC1)n1nnc2ccccc21	-5	-11	-1.3	5	-2	-3	0.95	1	-3
35	N/C(Cc1cccs1)=N\OC(=O)COc1ccc(Br)cc1	-2	0	1.6	4	0	18	0.96	0.82	-1
36	CCN(CC)c1ccc(C(=O)OCC(=O)Nc2cc3oc4ccccc4c3cc2OC)cc1	-4	-3	1.3	-3	0	-20	1	1.2	-5
37	O=C(NC1CCCCC1)c1ccc(CNc2ccccc2)o1	-5	-3	-2.5	10	-1	6	0.9	0.94	0
38	CC(=O)Nc1ccc(OCc2ccc3c(c2)OCO3)cc1	-7	4	0.7	-5	-1	-22	1.1	1.2	1
39	O=C(CCNS(=O)(=O)c1ccc2[nH]c(=O)oc2c1)NCc1ccc(F)cc1	0	-1	-0.4	25	0	-4	0.75	1	-2
40	CCc1cccc(NC(=O)c2snc3c(=O)[nH]cnc23)c1	-2	1	0.6	1	2	-5	0.99	1	3

Reformatted: results already given
37) O=C(NC1CCCCC1)c1ccc(CNc2ccccc2)o1
  APOBEC3G inh: -5
  APOBEC3A inh: -3
  MPTP inh: -2.5
  mIAP inh: 10
  NR3A LBD binder: -1
  hIAP block: 6
  mIAP act: 0.9
  hIAP activ: 0.94
  MIN6 prolif: 0
34) O=S(=O)(N1CCOCC1)n1nnc2ccccc21
  APOBEC3G inh: -5
  APOBEC3A inh: -11
  MPTP inh: -1.3
  mIAP inh: 5
  NR3A LBD binder: -2
  hIAP block: -3
  mIAP act: 0.95
  hIAP activ: 1
  MIN6 prolif: -3
25) Cc1nnc(NC(=O)CSc2nnc(-c3ccco3)n2C(C)C)s1
  APOBEC3G inh: -13
  APOBEC3A inh: -3
  MPTP inh: -3.5
  mIAP inh: 0
  NR3A LBD binder: 0
  hIAP block: 7
  mIAP act: 0.99
  hIAP activ: 0.93
  MIN6 prolif: 0
27) Cc1cccc(-n2c(O)c(C=Nc3ccc4c(c3)OCO4)c3ccccc3c2=O)n1
  APOBEC3G inh: -1
  APOBEC3A inh: 2
  MPTP inh: -1.2
  mIAP inh: 25
  NR3A LBD binder: 2
  hIAP block: -6
  mIAP act: 0.75
  hIAP activ: 1.1
  MIN6 prolif: -3

Three entries from above, screen by screen:
[24] CCC(Oc1ccccc1)C(=O)NC1CCCCCC1 (centres undefined)
[32] COCCn1c(SCC(=O)Nc2nc(C)cs2)nnc1C(C)C
[29] O=C(CSc1nc2ccsc2c(=O)n1Cc1ccc(C(=O)O)cc1)NCC1CCCO1 (centres undefined)

Assay by compound	24	32	29
APOBEC3G inh	-5	1	-1
APOBEC3A inh	-2	1	0
MPTP inh	-1.2	-0.3	-0.5
mIAP inh	0	2	-5
NR3A LBD binder	-5	-2	-3
hIAP block	9	-2	24
mIAP act	1	0.98	1
hIAP activ	0.91	1	0.76
MIN6 prolif	4	-2	0

Later entries
No.	molecule	APOBEC3G inh	APOBEC3A inh	MPTP inh	mIAP inh	NR3A LBD binder	hIAP block	mIAP act	hIAP activ	MIN6 prolif
41	CCOC(=O)c1c(CSc2ccccc2)n(C)c2ccc(O)c(CN3CCOCC3)c12	-6	-4	0.9	5	14*	6	0.95	0.94	-3
42	Cc1cc(N)n(-c2ccc(Cl)cc2)n1	-3	1	0.7	-2	2	-5	1	1	-3
43	Cn1cc(CNC(=O)C2c3ccccc3Oc3ccccc32)cn1	-4	-1	-0.6	0	0	6	0.99	0.94	-1
44	COC(=O)c1ccccc1S(=O)(=O)NNC(=O)c1nn(C)c(=O)c2ccccc12	-4	-3	-1.5	1	0	4	0.99	0.96	0
45	O=[N+]([O-])c1ccccc1O[C@@H]1O[C@H](CO)[C@H](O)[C@H](O)[C@H]1O	-4	-2	-2.3	-9	5	-12	1.1	1.1	-2
46	COc1ccc(CN2CCN(c3cc(C)nc4c5c(C)cc(C)nc5nn34)CC2)cc1F	3	3	-2.2	-37	0	-10	1.4	1.1	-2
47	Cc1cc(=O)oc2cc(OCC(=O)N3CCN(c4ccccc4)CC3)ccc12	-4	-1	-0.3	-8	0	1	1.1	0.99	-2
48	Cc1cc(=O)oc2c1c(C)nn2-c1ccc(Br)cc1	-6	-4	-0.6	7	-2	-2	0.93	1	-2
49	CCSc1nnc(NC(=O)NC(CC)(C(F)(F)F)C(F)(F)F)s1	-5	5	88*	-10	0	-30	1.1	1.3	-7
50	CC(=O)CSc1ccc(S(=O)(=O)N2CCN(C)CC2)cn1	-7	-2	-0.4	0	-3	-16	1	1.2	3
51	CCc1ccc(OCC(=O)OCC(=O)NC2CCCC(C)C2C)cc1 (centres undefined)	-5	-2	1.8	-4	2	14	1	0.86	-2
52	COc1ccc(S(=O)(=O)CCc2nnc(NC(C)=O)s2)cc1	-4	1	1.3	5	-2	-12	0.95	1.1	-3
53	CCN(CC)C(=O)C1CCCN(Cc2cccc(F)c2)C1 (centres undefined)	-5	-2	1.8	-9	1	4	1.1	0.96	4
54	O=C(Nc1ncccc1O)c1ccc(NS(=O)(=O)c2ccc3[nH]c(=O)[nH]c3c2)cc1	-4	-3	-0.9	12	1	-16	0.89	1.2	-3
55	CCSC(=S)c1c(C)[nH]n(-c2ccccc2)c1=O	-6	-4	15	6	5	17	0.94	0.83	0
56	CCOC(=O)N1CCN(S(=O)(=O)c2c(C)nc3sccn3c2=O)CC1	-7	-8	-1.2	3	3	3	0.97	0.97	2
57	Cc1cccc(NS(=O)(=O)c2cnc(Cl)c(Br)c2)n1	-8	-2	-0.4	-12	0	2	1.1	0.98	-2
58	O=C1CCc2ccc(NC(=O)C3CC3)cc2N1	-5	-4	-0.9	-2	1	-19	1	1.2	-2
59	N#Cc1ccc2[nH]c(CO)c(-c3ccccc3)c2c1	3	8	4.6	0	-9	14	1	0.85	-1
60	COc1ccc(C(=O)CC(=O)C(=O)Nc2cc(Cl)c(OC)cc2OC)cc1	-7	-5	1.1	0	-1	1	1	0.99	-2
61	CC1CN/C(=C\C(=O)c2ccc(Br)cc2)C(=O)N1 (centres undefined)	-4	1	-0.8	8	-1	-17	0.92	1.2	0
62	CCCN(C(=O)C(=O)Nc1ccc2nc3n(c(=O)c2c1)CCCCC3)c1ccc(OCC)cc1	-6	0	1.1	1	0	-5	0.99	1	1
63	CCC(C)[C@H](NC(=O)N1CC(=O)Nc2ccccc21)C(=O)Nc1ccccc1C (some centres undefined)	-2	-2	-0.5	-10	-2	18	1.1	0.82	-1
64	C=CCN(CC=C)CCOc1cc(C)ccc1[N+](=O)[O-]	3	2	1.0	-6	-3	4	1.1	0.96	1
65	N/C(=N\OC(=O)CCc1ccccc1)c1ccc(Br)cc1	-4	1	1.2	3	-7	-9	0.97	1.1	0
